Ecoli tolC: blocks growth of E. coli BW25113 tolC mutant | actives 2.2% (n = 65,000) | growth inhibition, % at 10 µM (by protocol) | OD615;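 active means growth inhibition at or above a cutoff equal to the mean over every tested compound plus 3 SD, cut at about 60% in these data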;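 further: growth measured after 20 h incubation at 37 °C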
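System: E. coli ΔtolC::kan strain BW25113; Buffer or medium: LB broth supplemented with 50 µg/mL kanamycin; Compound: 10 µM final, single dose; Incubation: bacterial growth with compound for 20 h at 37 °C; Signal: A615 absorbance measurement; Evaluation: growth inhibition in percent.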
SF-1 act: activates the human nuclear receptor SF-1. Q13285. CHO-K1 Gal4-SF-1 LBD luciferase reporter; % increase over DMSO SF-1-specific signal. activation, % at 10 µM. actives 1.9% (n = 65,000). AID 522;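 active means activation above the mean activation of all tested compounds plus 3 SD, cut at about 50% in these data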
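System: CHO-K1 cells with Gal4–hSF-1 LBD chimera plus Gal4-driven luciferase; quantity: 4,000 CHO-K1 cells per well; compound: one dose, 10 µM compound, 1% DMSO; times: 20 h compound treatment, 37 °C; measured by: SteadyLite luciferase luminescence; read-out: percent activation versus DMSO; benchmarks: DMSO and mock-transfected background; replicates: one test per compound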
5HT1E antag: 5-HT1E (human) receptor antagonism. P28566. inhibition, % at 6 µM. actives 0.99% (n = 65,000). AID 571. CHO 5-HT1E Ga15 NFAT-bla reporter, FRET, antagonist;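 active means inhibition above a set limit, the mean inhibition across every tested compound plus 3 SD, cut at about 29% in these data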;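 further: signal is the 460 over 535 nm emission ratio of beta-lactamase substrate; 0% = agonist plus DMSO wells and 100% = wells without agonist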
RORA act: activators of human nuclear receptor RORA. P35398. CHO-K1 Gal4-RORA LBD luciferase reporter, luminescence; percent increase over mock-subtracted basal signal. activation, % at 10 µM. actives 1.5% (n = 65,000);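 active means activation above the mean of all tested compounds plus 3 SD, cut at about 49% in these data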;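 further: 0% = DMSO-treated RORA cells and 100% = added signal equal to DMSO minus mock-transfected cells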
Target sequence (P35398 whole entry, looked up, the tested form may be a part): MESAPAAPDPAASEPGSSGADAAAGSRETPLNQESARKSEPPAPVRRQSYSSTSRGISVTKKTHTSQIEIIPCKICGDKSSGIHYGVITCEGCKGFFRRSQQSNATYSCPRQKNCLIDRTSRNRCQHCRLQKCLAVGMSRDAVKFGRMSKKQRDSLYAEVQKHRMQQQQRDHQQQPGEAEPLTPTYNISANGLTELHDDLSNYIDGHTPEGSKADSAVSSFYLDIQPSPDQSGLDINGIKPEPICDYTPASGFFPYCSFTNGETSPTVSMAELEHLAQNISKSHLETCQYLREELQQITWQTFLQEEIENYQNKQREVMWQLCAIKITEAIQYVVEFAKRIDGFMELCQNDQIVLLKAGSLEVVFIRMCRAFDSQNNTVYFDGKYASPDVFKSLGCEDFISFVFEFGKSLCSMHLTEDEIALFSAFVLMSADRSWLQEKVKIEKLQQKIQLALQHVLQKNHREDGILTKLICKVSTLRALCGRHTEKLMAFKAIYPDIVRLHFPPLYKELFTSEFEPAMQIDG
MMP-13 inhibitor: inhibitors of human MMP13 | inhibition, % at 4 µM | P45452 | AID 570 | actives 0.07% (n = 65,000) | MMP-13 fTHP FRET cleavage, Mca fluorescence;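 active means inhibition above the mean of compound-free control plate wells plus 3 SD, cut at about 14% in these data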;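 further: 0% = DMSO wells and 100% = wells with reference MMP-13 inhibitor after basal subtraction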
5HT1E ag: agonists of human 5-HT1E serotonin receptor; P28566; CHO 5-HT1E Ga15 NFAT-bla reporter, FRET; 0% DMSO wells, 100% control agonist wells; activation, % at 6 µM; actives 0.69% (n = 65,000);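 active means activation above a set limit, the screen-wide mean activation plus 3 SD, cut at about 8.5% in these data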;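 further: 100% = positive control agonist at 1 µM giving full maximal response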
NADH coupling: blocks coupling enzymes of NAD/NADH assays | coupled PK/LDH NADH assays, four targets | IC50, µM (doses to about 10 µM), for inactives: at the highest dose inhibition | actives 0.02% (n = 65,000) | AID 774;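 active means single-dose screening hits from any of four coupled enzyme assays that gave an IC50 when retested across doses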;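 further: the DPM-DC format reads NADH fluorescence rather than 340 nm absorbance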
5HT1a ag: 5-HT1a (human) receptor agonism. CHO 5-HT1a Ga15 NFAT-bla reporter, FRET ratio; 0% basal, 100% maximal reference agonist. actives 0.56% (n = 65,000). activation, % at 10 µM;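 active means activation above the screen-wide mean activation plus 3 SD, cut at about 19% in these data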;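 further: 0% = DMSO wells and 100% = 5-CT at EC100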
Numbers without * were called inactive; . = no result given; & = joins results of further samples. This is a subset (hit frequency here may not be typical).

(1) O=C(O)c1cccnc1Nc1cccc(C(F)(F)F)c1
(2) CC1Cc2ccccc2N1NC(=O)c1ccc(Cl)c(S(N)(=O)=O)c1 (stereo unspecified)
(3) COc1ccc(C2CNC(=O)C2)cc1OC1CCCC1 (stereo unspecified)
(4) CCCCCC(=O)O[C@]1(C(C)=O)CC[C@H]2[C@@H]3CCC4=CC(=O)CC[C@]4(C)[C@H]3CC[C@@]21C
(5) CCC(NC(C)C)C(O)c1ccc(O)c2[nH]c(=O)ccc12 (stereo unspecified)
(6) CN1CCCN=C1COC(=O)C(O)(c1ccccc1)C1CCCCC1 (stereo unspecified)
(7) Cc1ccc(N(CC2=NCCN2)c2cccc(O)c2)cc1
(8) C1COC(NC(C2CC2)C2CC2)=N1
(9) CCn1cc(C(=O)O)c(=O)c2cnc(N3CCNCC3)nc21

compound no. | 1 | 2 | 3 | 4 | 5 | 6 | 7 | 8 | 9
Ecoli tolC | 9 | 17 | 10 | 1 | 19 | -3 | -15&2&7 | 5 | 7
SF-1 act | 15 | -6 | -3 | -9 | -9 | -4 | 2&-4&-17 | -12 | 5
5HT1E antag | 3 | -3 | 2 | 24 | 4 | 8 | 52* | 5 | -8
RORA act | -19 | -33 | -19 | -12 | -1 | -19 | -12&-15&1 | -20 | 3
MMP-13 inhibitor | 2 | 1 | -2 | 0 | -7 | 0 | -4&-1&3 | -6 | 2
5HT1E ag | -0.2 | -0.2 | 0.8 | 4.6 | -0.6 | -0.7 | -1.8&-0.5&-0.5 | 0.1 | -0.7
NADH coupling | 3% | 3% | 3% | 3% | 1% | 2% | 3%&2%&2% | 2% | 6%
5HT1a ag | -1.6 | -0.6 | -1.3 | 3.1 | 0.3 | -2.7 | . | 0.1 | -1.0

Looked up one by one from above:
(7) Cc1ccc(N(CC2=NCCN2)c2cccc(O)c2)cc1
(8) C1COC(NC(C2CC2)C2CC2)=N1
(1) O=C(O)c1cccnc1Nc1cccc(C(F)(F)F)c1
(4) CCCCCC(=O)O[C@]1(C(C)=O)CC[C@H]2[C@@H]3CCC4=CC(=O)CC[C@]4(C)[C@H]3CC[C@@]21C

compound no. | 7 | 8 | 1 | 4
Ecoli tolC | -15&2&7 | 5 | 9 | 1
SF-1 act | 2&-4&-17 | -12 | 15 | -9
5HT1E antag | 52* | 5 | 3 | 24
RORA act | -12&-15&1 | -20 | -19 | -12
MMP-13 inhibitor | -4&-1&3 | -6 | 2 | 0
5HT1E ag | -1.8&-0.5&-0.5 | 0.1 | -0.2 | 4.6
NADH coupling | 3%&2%&2% | 2% | 3% | 3%
5HT1a ag | . | 0.1 | -1.6 | 3.1

Screen by screen, as entered above:
Nos. 4–8 in SF-1 act read -9, -9, -4, 2&-4&-17, -12
Nos. 4–8 in RORA act read -12, -1, -19, -12&-15&1, -20

Compounds from the list above that contain a halogen, in the order listed:
(1) O=C(O)c1cccnc1Nc1cccc(C(F)(F)F)c1
(2) CC1Cc2ccccc2N1NC(=O)c1ccc(Cl)c(S(N)(=O)=O)c1 (stereo unspecified)

compound no. | 1 | 2
Ecoli tolC | 9 | 17
SF-1 act | 15 | -6
5HT1E antag | 3 | -3
RORA act | -19 | -33
MMP-13 inhibitor | 2 | 1
5HT1E ag | -0.2 | -0.2
NADH coupling | 3% | 3%
5HT1a ag | -1.6 | -0.6

Source: PubChem (several laboratories)
